High-throughput results from PubChem BioAssay.
CHOP inh – CHOP inhibition in unfolded protein response. inhibition, % at 10 µM. CHO-K1 CHOP-promoter luciferase, tunicamycin-induced, 15-18 h. hit rate 3.8% among 220,000;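 active = compounds that reduced the stress-induced luciferase reporter signal by more than about 70% of percent inhibition, limit read from the data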;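 note: 0% = tunicamycin plus vehicle and 100% = wells without tunicamycin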
FXIa inh 1536 – inhibitors of human coagulation factor XIa. P03951. AID 798. purified FXIa, Boc-Glu-Ala-Arg-AMC fluorogenic substrate. inhibition, % at 5 µM. hit rate 0.14% among 220,000;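 active = inhibition of at least 40%; inactive = inhibition below 40%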;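 note: fluorescence of freed AMC excited at 355 nm; 0% = enzyme without compound and 100% = no enzyme blank; many of its hits are not listed in these tables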
PPC-1+TRAIL kill – PPC-1 cancer cell killing with TRAIL present | cell killing (% activity), % at 4 µM | PPC-1 cells + TRAIL, ATPLite viability luminescence | hit rate 0.41% among 220,000 | AID 1443;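 active = cell killing above 50% in the first pass at 4 µM, then a duplicate retest at 5 µM averaging 50% or more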;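 note: plate controls were cells with TRAIL plus DMSO for no effect and medium-only wells lacking cells for full effect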
FXIIa inh – factor XIIa (human) inhibition; P00748; purified FXIIa, Boc-QGR-AMC fluorogenic substrate, 2 h; inhibition, % at 5 µM; hit rate 0.3% among 220,000; AID 800; in the data active = inhibition above about 40%;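 note: 0% = enzyme with no compound and 100% = blank without enzyme; many of its hits are not listed in these tables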
Wee1 stabilizer – human Wee1 degradation inhibition, primary screen; P30291; HeLa Luc-Wee1K328M stability, luciferase luminescence; 100% = proteasome inhibitor MG132 effect; reporter increase, % at 5 µM; hit rate 1.2% among 220,000; AID 1321;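 active = activation above the mean of all tested compounds plus 3 SD, set per screening run, cut at about 8.8% in these data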;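 note: cells exposed to compound for 20 h before luminescence read; 0% = DMSO alone and 100% = MG132 at 30 µM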
Tb hexokinase – T. brucei hexokinase 1 inhibition; recombinant TbHK1, G6PDH-coupled NADH A340; inhibition, % at 10 µM; hit rate 0.11% among 220,000;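 active = inhibition of 50% or more in the single-dose primary screen; inactive = inhibition below 50%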
zVAD death inh – L929 zVAD cell death inhibition; AID 1377; hit rate 0.38% among 220,000; L929 zVAD necroptosis rescue, ATP luminescence, 24 h; with zVAD 60 µM; viability rescue, % at 10 µM;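 active = activation, scaled between plate controls, above about 75%, limit read from the data; inactive = activation under that limit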;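 note: 0% = zVAD with DMSO and 100% = DMSO alone without zVAD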
TNF death inh – blocks TNF-alpha induced death of Jurkat FADD-/- cells; Jurkat FADD-/- TNF necroptosis rescue, ATP luminescence, 24 h; 0 = TNF only, 100 = no-TNF cells; activation (protection from cell death), % at 10 µM; hit rate 0.068% among 220,000; AID 463075;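 active = activation, meaning protection from cell death, of at least 50% relative to plate controls; inactive = activation below 50%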;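 note: necroptosis triggered by 40 ng/mL TNF-alpha added together with compound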
EP2 antag – blocks the human prostaglandin E2 receptor EP2; C6 glioma cells expressing human EP2, cAMP TR-FRET; cells stimulated with saturating PGE2; AID 1422; hit rate 0.52% among 260,000; inhibition, % at 25 µM;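 active = percent inhibition above 40 after rounding to a whole number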;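 note: rat C6 glioma host cells with rolipram phosphodiesterase inhibitor present; the protocol text gives 20 µM as final concentration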
Active calls of the source: *; / = not tested or not shown; & = joins results of further samples; [ ] = dose if it differs, or a comment. Only part of the results is shown. The share of hits here may be higher or lower than overall.

SMILES	CHOP inh	FXIa inh 1536	PPC-1+TRAIL kill	FXIIa inh	Wee1 stabilizer	Tb hexokinase	zVAD death inh	TNF death inh	EP2 antag
CCC1Oc2ccccc2N(CC(=O)NCCC2=CCCCC2)C1=O (stereo not given)	25	2	-16	15	1	0	0.5	1.0	6
CCOC(=O)CCc1c(C)nc2ncnn2c1C	11	2	21	8	0	-5	0.6	-0.5	7
CCCCn1c(O)c(N=NC(=O)c2ccco2)c2ccccc21	46	4	22	9	-1	-14	/	-8.4	7
CCOC(=O)C(C)Oc1cccc2c(=O)n(CC(=O)N3CCc4ccccc43)ccc12 (stereo not given)	40	-9	15	-5	1	-14	0.5	-2.1	9
Cc1ccc(-c2nn(-c3ccccc3)cc2C2SCC(=O)N2Cc2ccccc2)o1 (stereo not given)	42	16	9	22	-1	-2	1.3	4.0	11
Cc1cccc2sc(NC(=O)[C@@H]3CCCN3C(=O)c3cccs3)nc12	1	-9	4	-1	3	6	1.1	5.3	3
CCCCNc1nc(CC)c2c(c1C#N)CCCC2	51	5	19	14	0	-5	0.4	-1.0	5
O=[N+]([O-])c1cc(S(=O)(=O)Nc2ccccc2)ccc1N1CCN(c2ccccc2)CC1	54	5	-2	6	-2	10	1.3	5.9	7
CCCCNc1ccc(C(=O)O)cc1	4	-2	-2	2	3	-20	-0.2	0.4	11
Brc1ccc(N=Nc2ccc3ccccc3n2)cc1	91*	13	94*[5 µM]	14	-4	-23	-1.2	-11	6
CC(=O)Nc1cccc(Oc2cnc3ccccc3n2)c1	8	5	1	3	0	-7	-0.2	-3.2	9
CN(Cc1cc2ccccc2[nH]c1=O)S(C)(=O)=O	14	-7	9	1	13*	5	-0.1	2.0	8
O=C(N(c1ccccc1)c1ccccc1)n1ccnc1	-14	5	25	6	2	0	-0.6	-0.8	10
Cc1ccc(N(CN2CCCC2=O)C(=O)c2ccc(C)c(C)c2)cc1	-12	-4	8	13	-1	0	0.4	-1.3	7
COc1cccc(N(C(=O)C2COc3ccccc3O2)C(C(=O)NC2CCCCC2)c2ccc(O)cc2)c1 (stereo not given)	22	9	5	13	1	29	1.5	2.8	9
COc1ccc(/C=N/NC(=O)Cn2cnc3c2c(=O)n(C)c(=O)n3C)cc1	9	4	11	3	3	-9	0.1	1.5	10
COc1ccc(NC(=O)C(CC(C)C)NC(=O)C2CCC(C)CC2)c(OC)c1 (stereo not given)	32	0	6	8	-2	-2	0.4	0.6	5
CCOC(=O)C1CCCN(c2c(Nc3cccc(C)c3)c(=O)c2=O)C1 (stereo not given)	6	-10	20	-3	2	-47	1.4	-0.2	13
CCC(=O)NS(=O)(=O)c1cccnc1Nc1ccc(Cl)cc1	24	-7	-3	-16	0	-9	1.4	0.5	8
Cc1ccccc1NC(=O)Cn1cnc2c1c(=O)n(C)c(=O)n2C	3	-4	19	2	-2	-2	0.6	-0.8	10

Some of the entries so far, with values under each structure.
The line under a structure holds: CHOP inh, FXIa inh 1536, PPC-1+TRAIL kill, FXIIa inh, Wee1 stabilizer, Tb hexokinase, zVAD death inh, TNF death inh, EP2 antag
CCOC(=O)C(C)Oc1cccc2c(=O)n(CC(=O)N3CCc4ccccc43)ccc12 (stereo not given)
  40, -9, 15, -5, 1, -14, 0.5, -2.1, 9
Brc1ccc(N=Nc2ccc3ccccc3n2)cc1
  91*, 13, 94*[5 µM], 14, -4, -23, -1.2, -11, 6
Cc1ccccc1NC(=O)Cn1cnc2c1c(=O)n(C)c(=O)n2C
  3, -4, 19, 2, -2, -2, 0.6, -0.8, 10
Cc1ccc(-c2nn(-c3ccccc3)cc2C2SCC(=O)N2Cc2ccccc2)o1 (stereo not given)
  42, 16, 9, 22, -1, -2, 1.3, 4.0, 11

Other entries follow:
SMILES	CHOP inh	FXIa inh 1536	PPC-1+TRAIL kill	FXIIa inh	Wee1 stabilizer	Tb hexokinase	zVAD death inh	TNF death inh	EP2 antag
CC(C)C(=O)Nc1ccc(C(=O)N2CCN(C(=O)c3ccco3)CC2)cc1	-4	3	-3	9	1	0	0.1	1.3	6
COc1ccc(C(c2nnnn2C2CCCC2)N2CCc3ccccc3C2)cc1OC (stereo not given)	7	3	5	11	6	4	-0.4	-3.1	6
Cc1ccc(-c2noc(CN(C(=O)CCN3C(=O)c4ccccc4C3=O)C(C)C)n2)cc1	30	2	4	13	-1	-7	0.1	-1.7	3
COc1ccc(NC(=O)Cn2cnc3c(cnn3-c3ccc(C)c(C)c3)c2=O)c(OC)c1	82*	-6	5	4	-1	0	0.3	-1.2	14
COc1ccc(S(=O)(=O)NCc2ccc(C(=O)O)cc2)cc1	2	12	-1	21	-2	5	1.3	1.1	6
O=C1CN(C(=O)CNC(=O)c2cccc(Cl)c2)c2ccccc2N1	-22	5	10	13	0	-4	-1.1	0.6	9
COc1ccccc1NC(=O)NCCN1C(=O)C2C3C=CC(C3)C2C1=O (stereo not given)	29	-7	-14	-1	4	1	-1.1	1.1	4
CC(O)[C@H]1CN=C(N)N1CCc1cc(C(F)(F)F)cc(C(F)(F)F)c1 (stereo not given in full)	11	-4	-18	7	/	-8	-0.4	1.6	9
CCN(CC)c1ccc2c(C)c(CO)c(=O)oc2c1	16	-12	-3	-7	1	-14	3.4	0.2	5
CCN(CC)C(=O)c1ccc2nc(-c3ccccc3)c(-c3ccccc3)nc2c1	23	0	11	5	1	-13	/	0.8	10
O=C1NC(c2cccs2)Nc2sc3c(c21)CCCC3 (stereo not given)	-1	2	12	1	8.9*	-5	3.5	-1.7	18
COc1ccccc1OC(=O)c1cc(Cl)nc2ccccc12	48	-8	29	-5	0	-3	0.8	-0.8	6
COc1ccccc1CN(Cc1nc2ccccc2c(=O)[nH]1)S(=O)(=O)c1ccc2ccccc2c1	-11	9	5	13	0	1	-0.3	-12	5&6
Cc1onc(-c2c(Cl)cccc2Cl)c1C(=O)NCCN1CCOCC1	6	4	1	-6	-2	-2	-0.6	-0.4	6
O=C1NCCCC1C(=O)N/N=C/c1cccc(O)c1 (stereo not given)	29	3	17	12	3	22	0.5	0.4	9
CCOC(=O)C1(Cc2ccccc2)CCN(C2Cc3ccccc3C2)CC1	36	0	-5	9	2	1	3.1	0.1	22
CCc1ccccc1N(CC(=O)N1CCN(c2ccc(F)cc2)CC1)S(C)(=O)=O	34	-6	-5	12	0	-3	1.6	0.8	6
OC(C#CCN1CCOCC1)(c1ccccc1)C1CCCCC1 (stereo not given)	14	1	21	12	-2	-7	0.0	-1.5	2
CCc1cccc(C)c1NC(=O)C1CCCO1 (stereo not given)	38	-3	2	11	0	-3	1.6	2.0	10
CC(C)(C)Nc1nc(NN)nc(NC(C)(C)C)n1	13	-6	5	8	0	7	1.5	-3.0	15
O=C(CSc1ncn(-c2ccccc2)n1)N1CCN(c2ccccc2)CC1	14	-3	31	8	0	0	0.2	-1.2	18
Cc1ccccc1NC(=S)Nc1ccc2cn[nH]c2c1	7	6	11	/	2	8	-1.2	-4.9	9
Cc1cc(=O)oc(C)c1C(=O)N1CCN(Cc2ccc3c(c2)OCO3)CC1	4	4	-1	7	0	-6	0.7	0.0	9
O=C(Nc1nnc(-c2ccccc2Cl)s1)C1CCN(S(=O)(=O)c2ccc(Cl)cc2)CC1	7	9	2	5	0	-1	0.0	3.6	5
CCCCCOc1ccc(CSC2=NCCN2)cc1[N+](=O)[O-]	15	4	23	8	0	3	8.8	-0.2	9
CCc1ccc(-n2c(=O)c3c(C)c(C(=O)N(C)C)sc3n(CC(=O)NCC3CCCO3)c2=O)cc1 (stereo not given)	13	-4	-13	3	-1	-2	1.9	0.3	6
CCN1C(=O)N[C@H](c2ccc(Br)cc2)C(C(C)=O)=C1C	19	-3	32	5	-2	-4	-0.2	1.9	5
COC(=O)c1ccc2c(=O)[nH]c(CSc3nc(C)cs3)nc2c1	0	-1	35	-4	1	-5	1.5	0.2	6
Cn1c(SCC(=O)N2CCc3ccccc3C2)nnc1-c1cccs1	18	19	16	22	3	0	-0.1	-0.9	5
COc1cccc(Cn2cnc3c(NS(=O)(=O)c4cccc(Cl)c4Cl)c(C)c(C)cc32)c1	23	-1	-10	12	1	11	-0.3	-8.6	13
CCOC(=O)C1CCCN(c2oc(-c3ccc(F)cc3)nc2C#N)C1 (stereo not given)	30	-1	19	12	1	-5	0.6	2.0	10
Cc1ccc(CN2C(=O)CCC2C(=O)NCCN2CCN(c3cccc(Cl)c3)CC2)cc1 (stereo not given)	-2	5	-15	13	2	-14	-0.1	-9.6	4
O=C(CCC(=O)N1CCc2ccccc21)Nc1ccccc1	3	-21	0	0	1	1	0.1	-3.0	8
CC(=O)N1CCN(S(=O)(=O)c2ccc(Cl)cc2F)CC1	12	9	-2	8	-1	-1	0.9	-0.4	3
O=c1cc(O)n(-c2ccccc2)c(=S)[nH]1	-11	2	-3	7	-1	-5	0.5	-0.2	9
COc1ccc(CCN2CC(O)=C(c3nc(C)cs3)C2=N)cc1OC	-3	7	32	22	1	-8	0.1	-0.4	4
COCc1cc(C)n(CC(=O)Nc2ccc(Cl)cc2Cl)c(=O)c1C#N	20	0	14	6	0	-29	0.4	0.2	5
CCC(=O)Nc1ccc(C(=O)N/N=C/c2c(C)[nH]c3ccccc23)cc1	13	-1	5	4	-1	-46	-0.2	-3.8	6
COc1ccc(NC2=Nc3cccc4cccc2c34)cc1OC	31	9	3	22	3	-13	1.1	-0.2	4
Nc1nc(-c2ccccc2)c(N=Nc2cccnc2)s1	39	0	23	/	-1	-3	27	-1.8	6
COc1ccc(-c2nnc3n2N=C(C)CS3)cc1OC	-12	8	-2	7	-1	-1	0.0	-3.4	4
C=CCNC(=O)c1ccc(Sc2ccc(C)cc2)c([N+](=O)[O-])c1	15	4	-6	17	-2	4	0.1	-1.6	10
O=S(=O)(NCc1cccnc1)c1ccc(Cl)c(Cl)c1Cl	19	6	-4	12	-4	1	0.3	9.2	6
COc1ccc(NC(=O)N2CCN(c3ccc([N+](=O)[O-])cc3)CC2)cc1	21	-1	/	9	-2	-4	2.4	1.0	5
O=C(CSc1nc2ccccc2s1)NNC(=O)Nc1ccc(Cl)c(Cl)c1	47	-10	4	-6	-1	-5	-0.1	-1.9	10
Oc1c(C(c2cccs2)N2CCC3(CC2)OCCO3)sc2ncnn12 (stereo not given)	8	2	-8	16	-1	-16	1.3	0.4	6
CN(Cc1ccc(F)cc1)C(=O)c1cc(COc2ccc(F)cc2F)on1	6	0	-6	6	-3	3	0.2	3.9	3
COc1cc(NC(=O)c2cccs2)c(OC)cc1NC(=O)CCC(=O)Nc1ccc2ncccc2c1	32	27	-20	15	-3	-5	-0.9	1.1	6
O=C(NCc1ccccc1)N[C@@H](Cc1ccccc1)C(=O)O	-25	13	0	30	-3	5	0.9	3.1	6
Cc1cc(=O)oc(C)c1C(=O)O	41	5	0	8	2	1	-0.1	-1.2	5
(further entries)
SMILES	CHOP inh	FXIa inh 1536	PPC-1+TRAIL kill	FXIIa inh	Wee1 stabilizer	Tb hexokinase	zVAD death inh	TNF death inh	EP2 antag
Cc1[nH]nc(N=CC2=C(O)CC(C)(C)CC2=O)c1-c1ccc(Cl)cc1	92*	-1	-2	10	3	-13	-0.1	-3.3	3
CCOC(=O)c1nc(Nc2cccc(C)c2)c2ccccc2n1	15	-1	7	5	0	-20	0.3	-2.3	3
Cc1cccc(C)c1N(CC(=O)NN=C1CCCCCC1)S(C)(=O)=O	25	1	39	-5	5	4	-0.2	1.6	16
O=C(N1CCN(CCO)CC1)N1c2ccccc2C=Cc2ccccc21	15	-4	-10	4	3	4	-0.2	0.0	14
CC1CCN(c2ccc(NC(=O)c3cccnc3)cc2)CC1	57	4	8	-8	-2	-7	0.8	0.9	10
CNC(=O)/C(=C\c1ccc([N+](=O)[O-])cc1)NC(C)=O	-10	-6	1	7	0	-24	0.1	-2.0	/
CCOC(=O)C1CCCN(c2ncnc3c2oc2ccccc23)C1 (stereo not given)	50	-2	-1	-4	-2	-10	0.4	-7.8	36
